# Screening data from PubChem.
# RXFP1 antag: qHTS Assay for Antagonists of the Relaxin Receptor RXFP1. Relaxin receptor 1 (Homo sapiens), Q9HBX9. HEK293-RXFP1, relaxin-stimulated cAMP HTRF, 30 min; stronger effect = lower value. activity change, negative = inhibition, % at 57.5 µM. 350,000 tested, 0.59% active. AID 1259400, 2018;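 active = activity change of -60% or lower, but not beyond a set lower limit; inconclusive = change between -60% and -40%, or beyond the set limit; inactive = change above -40%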; note: % is set by controls: 0 for no effect and ±100 for the full control effect
# Vif-A3F inh: qHTS for Inhibitors of Vif-A3F Interactions: qHTS. Potency, µM (series often up to 46.1 µM), for the others: top-dose activity, negative = active. HeLa A3F-eYFP + Vif (tagged APOBEC3F with the HIV-1 protein that degrades it), YFP fluorescence increase. AID 602313, 2012. 390,000 tested, 0.2% active; note: potency is the fitted concentration of half-maximal effect; % of control where 0% means no effect; nearly all actives have a fitted effect of over 65% in size
#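 HeLa cells stably expressing A3F-eYFP plus Vif, plated and incubated overnight at 37 deg C, then exposed to compounds overnight at 37 deg C. Blocked degradation read as raised yellow fluorescence (Ex 488/Em 500-530).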
# D1 agonist: Allosteric Agonists of the Human D1 Dopamine Receptor: qHTS; D(1A) dopamine receptor (Homo sapiens), P21728; HEK293 T-REx D1 cells, calcium flux, agonist mode; activation, % at 2 µM; 360,000 tested, 1% active; in the data active = activation above about 30%; note: 0% is about no effect
# Target sequence (P21728 whole entry, looked up): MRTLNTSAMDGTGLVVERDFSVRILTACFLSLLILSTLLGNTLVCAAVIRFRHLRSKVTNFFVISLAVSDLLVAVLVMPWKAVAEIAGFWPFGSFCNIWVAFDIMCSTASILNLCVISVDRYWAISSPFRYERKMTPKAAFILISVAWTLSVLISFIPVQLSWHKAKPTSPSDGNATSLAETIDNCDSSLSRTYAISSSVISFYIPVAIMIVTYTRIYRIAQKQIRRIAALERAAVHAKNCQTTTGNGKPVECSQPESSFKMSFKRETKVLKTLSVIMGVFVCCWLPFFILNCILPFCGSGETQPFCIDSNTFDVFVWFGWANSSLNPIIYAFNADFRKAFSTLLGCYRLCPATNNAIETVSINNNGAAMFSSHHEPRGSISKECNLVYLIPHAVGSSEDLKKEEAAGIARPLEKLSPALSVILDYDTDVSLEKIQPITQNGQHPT
#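 Inducible HEK293 T-REx D1 cells, force-coupled to calcium signalling, were plated at 4000 cells/well with tetracycline and held overnight at 30 C. After no-wash calcium dye loading, compound-evoked calcium rise over 180 s flagged agonists.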
# Vif-A3G inh: qHTS for Inhibitors of Vif-A3G Interactions: qHTS. HeLa A3G-eYFP + Vif (tagged APOBEC3G with the HIV-1 protein that degrades it), YFP fluorescence, overnight. Potency, µM (titrated, usually from 46.1 µM), without a hit: at the top dose activity, negative = active, most hits filed as inhibitors. 410,000 tested, 0.076% active. DNA dC->dU-editing enzyme APOBEC-3G (Homo sapiens), Q9HC16;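 note: potency is the fitted concentration of half-maximal effect; % is set by controls: 0 for no effect and ±100 for the full control effect; nearly all actives have a fitted effect of over 60% in size; hits raise eYFP signal because A3G escapes Vif-driven loss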
# Target sequence (Q9HC16 whole entry, looked up): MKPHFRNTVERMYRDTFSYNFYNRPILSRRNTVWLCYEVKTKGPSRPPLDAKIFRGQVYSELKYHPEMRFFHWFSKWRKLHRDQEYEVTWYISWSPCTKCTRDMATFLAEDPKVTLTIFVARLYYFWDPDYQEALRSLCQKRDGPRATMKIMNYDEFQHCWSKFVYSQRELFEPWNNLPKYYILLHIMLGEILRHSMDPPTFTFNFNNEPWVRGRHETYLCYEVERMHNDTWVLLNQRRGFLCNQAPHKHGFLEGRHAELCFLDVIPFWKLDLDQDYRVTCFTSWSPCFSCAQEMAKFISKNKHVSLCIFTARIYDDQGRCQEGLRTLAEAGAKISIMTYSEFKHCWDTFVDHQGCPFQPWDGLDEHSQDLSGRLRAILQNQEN
#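 HeLa cells stably expressing Vif and C-terminally eYFP-tagged A3G, seeded overnight at 37 deg C, then exposed to compound by pintool overnight at 37 deg C. Rise in yellow fluorescence (Ex 488/Em 500-530, Acumen) marks blocked Vif-driven A3G degradation.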
# RXFP1 agonist: qHTS Assay for Agonists of the Relaxin Receptor RXFP1; 370,000 tested, 0.3% active; HEK293T-RXFP1 cAMP TR-FRET, 30 min; response scale: percent of porcine relaxin response, buffer zero; Potency, µM (series often up to 57.5 µM), for inactives: at the highest dose activation, actives largely listed as activators; AID 2676, 2010; Relaxin receptor 1 (Homo sapiens), Q9HBX9; note: potency is the fitted concentration of half-maximal effect; % is set by controls: 0 for no effect and ±100 for the full control effect; nearly all actives have a fitted effect of over 60% in size; many of its hits are not listed in these tables
#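 HEK293 cells stably expressing RXFP1, treated 30 min at 37C with compounds plus PDE4 inhibitor Ro 20174; cAMP measured by HTRF TR-FRET. Normalized to buffer and 29 nM porcine relaxin; EC50 by Hill fit.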
# D2 PAM: HTS Assay for Positive Allosteric Modulators of the Human D2 Dopamine Receptor: Primary Screen for Potentiators | potentiation, % at 10 µM | HEK293 T-REx D2, calcium flux, EC20 dopamine potentiation | D(2) dopamine receptor (Homo sapiens), P14416 | 340,000 tested, 0.34% active;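 active = potentiation over 3 SD above the plate norm, cut at about 30% in these data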; note: 0% is about no effect
#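 Cells plated with tetracycline inducer and held overnight at 30 C; calcium dye loaded 30–90 min at room temperature; baseline taken, compound added and read 180 s; EC20 dopamine then added and read 180 s.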
# Glioma ERSR ind: qHTS for Inducers of the Endoplasmic Reticulum Stress Response (ERSR) in Human Glioma: qHTS; U87-MG GRP78 promoter luciferase reporter, 16 h; Potency, µM, without a hit: at the top dose activation, hits mostly activators; 420,000 tested, 0.02% active; AID 602332, 2012; note: potency is the fitted concentration of half-maximal effect; series mostly up to about 76 µM; % of control where 0% means no effect; nearly all actives have a fitted effect of over 35% in size
#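 ERSR induction read as luciferase luminescence (Bright-Glo, 10 min at room temperature) in stably transfected human U87-MG glioma cells exposed to compounds for 16 h, using GRP78 as sensor.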
# D1 PAM: Potentiators of Human D1 Dopamine Receptor: qHTS; D(1A) dopamine receptor (Homo sapiens), P21728; HEK293 TREx D1 cells, calcium flux, dopamine EC20 potentiation; potentiation, % at 10 µM; 360,000 tested, 0.036% active; in the data active = potentiation above about 30%; note: 0% is about no effect
# D1 antag: Antagonist of Human D 1 Dopamine Receptor: qHTS; D(1A) dopamine receptor (Homo sapiens), P21728; HEK293 TREx D1 cells, calcium flux, dopamine EC80; stronger effect = lower value; activity change, negative = inhibition, % at 10 µM; 360,000 tested, 3.2% active; in the data active = activity change below about -30%; note: % is set by controls: 0 for no effect and ±100 for the full control effect
#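 Allosteric or orthosteric antagonism assessed as attenuation of the calcium response to EC80 dopamine, added 180 s after compound, in induced HEK293 Trex D1 cells loaded with no-wash calcium dye.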
# Starred values were filed as active, the others as inactive; ? = inconclusive; nt = no result given; & = joins results of further samples. Unless noted, calls come from the whole dose curve; as a rule, active = well fitted curve in the direction sought with a large enough effect; inconclusive = small, poorly fitted or top-dose-only effect, or another doubt; inactive = no such curve, though single readings can be large; an effect the other way counts as inactive or inconclusive. Only part of the results is shown (hit frequency here may not be typical).
# Screens in order – RXFP1 antag	Vif-A3F inh	D1 agonist	Vif-A3G inh	RXFP1 agonist	D2 PAM	Glioma ERSR ind	D1 PAM	D1 antag
- CCCCC(CC)Cn1c(Oc2ccccc2)nc2c1c(=O)n(C)c(=O)n2C (configuration not stated)
  nt	-0.6%	4.4	1.0%	-1.7%	-1.4	-2.0%	7.9	14.1
- O=C(c1ccco1)N1CCN(C(=O)c2cn(-c3ccccc3)nc2-c2ccccc2)CC1
  -2.1	2.7%	1.7	1.8%	-0.4%	-5.3	?	-3.2	-25.6
- CCCCn1c(N)c(N(CCOC)C(=O)c2ccc(-n3c(C)ccc3C)cc2)c(=O)[nH]c1=O
  -4.9	0.8%	2.1	2.1%	-0.4%	0.9	-2.2%	-2.4	-2.4
- CCOc1ccc2nc(NC(=O)C(CC)Sc3nc(C)cc(=O)[nH]3)sc2c1 (configuration not stated)
  -2.1	-5.6%	0.2	-10.0%	1.6%	-3.5	4.6%	-3.8	-42.2*
- COc1ccc(N2CCN(CCCNC(=O)Nc3ccccc3)CC2)cc1
  -4.9	1.0%&0.6%	4.6&3.4	6.3%&-0.3%	-2.3%&-0.3%	11.7&-11.1	-0.3%&-1.7%	-3.1&0.3	11.9&1.2
- NC(CSC(c1ccccc1)(c1ccccc1)c1ccccc1)C(=O)O (configuration not stated)
  -15.2	-3.8%	nt	?	nt	nt	-4.7%	nt	nt
- CSc1ccccc1C(=O)N1CCc2ccccc2C1
  -2.1	-3.3%	9.1	-0.2%	-0.9%	-5.6	0.1%	4.1	-4.1
- CCOc1ccccc1NC(=O)c1nc(-c2ccccc2)oc1C
  0.7	-34.5%	7.5	1.2%	4.6%	3.7	-4.7%	-3.1	51.0
- Cn1cc(S(=O)(=O)N2CCOCC2)cc1C(=O)Nc1ccc(Cl)cc1
  -16.2	-24.6%	0.2	0.8%	0.3%	0.1	-3.8%	-4.0	8.2
- CCOC(=O)N1CCN(C(=O)CS(=O)Cc2nc(-c3cccc(C)c3)oc2C)CC1 (configuration not stated)
  14.8	-5.3%	0.4	2.9%	1.1%	8.1	-4.9%	-7.0	-14.1
- CCCc1cc(=O)[nH]c(SCC(=O)Nc2ccc(N3CCCCC3)cc2)n1
  -31.3	10.5%	nt	-0.5%	nt	nt	-3.3%	nt	nt
- COc1ccc(S(=O)(=O)NCc2cccnc2)c2ccccc12
  -17.0	-0.8%	2.1	0.4%	-1.6%	nt	-4.9%	-6.8	12.2
- CC(NC(=O)c1ccccc1)c1nnc(SCC(=O)Nc2nnc(C3CC3)s2)n1C (configuration not stated)
  13.4	4.5%	4.9	2.1%	1.7%	1.7	-2.7%	-1.8	27.4
- O=C(CCc1ccccc1)Nc1ccc(F)cc1F
  -3.6	-4.8%	-2.3	-7.2%	0.3%	-1.7	2.6%	4.3	1.7
- Cc1ccc(C)c(N(CC(N)=O)S(C)(=O)=O)c1
  3.4	-2.2%	4.1	0.8%	2.0%	5.4	-4.0%	5.0	-7.5
- NS(=O)(=O)c1cccc(NC(=O)COC(=O)/C(=C/c2cccs2)c2cccs2)c1
  -23.4	-20.4%	7.5	-2.5%	0.1%	0.9	-2.7%	-6.2	-22.7
- CCN(CC)C(=O)/C(=C/c1ccc(F)cc1)NC(C)=O
  -9.6	-6.6%	5.5	0.3%	4.0%	nt	-4.1%	-5.0	7.5
- COc1ccc(N2C(=O)CC(SC(C)C)C2=O)cc1 (configuration not stated)
  1.4	-12.6%	1.9	-7.5%	2.5%	11.1	-1.5%	-3.0	-20.2
- Cc1ccc(NC(=O)c2ccc(C)c(S(=O)(=O)N3CCCCCC3)c2)cc1
  nt	-2.6%	8.0	-4.4%	-0.5%	-7.1	0.2%	-4.8	2.1
- Cc1ccc2c(c1)NC(=O)C(CC(=O)NCCCN1CCN(C3CCCCC3)CC1)O2 (configuration not stated)
  nt	nt	-1.5	nt	0.1%	-10.7	nt	0.1	-3.1
- COc1ccc(C2C(=O)N(C3CCCCC3)CC(=O)N2CCC2=CCCCC2)cc1 (configuration not stated)
  -15.9	4.4%	-2.4	5.6%	0.2%	-21.2	-2.9%	1.1	8.5
- O=C(CCn1c2c(c3ccccc31)CCCC2)NNC(=O)c1ccccc1C(=O)O
  -5.3	?	3.5	-19.3%	-1.9%	nt	-3.2%	1.1	13.0
- COC(=O)/C(C#N)=C/c1c(N2CCN(Cc3ccc4c(c3)OCO4)CC2)nc2c(C)cccn2c1=O
  -8.4	-10.5%	5.6	-0.3%	0.8%	-8.6	-6.1%	1.2	5.3
- CC1CN(S(=O)(=O)c2cccc(C(F)(F)F)c2)CN1C(=O)N1CCOCC1 (configuration not stated)
  -9.5	0.3%	0.7	0.3%	3.9%	7.2	-1.6%	-5.3	0.8
- COc1ccc(CN(CC(=O)NC2CCCCC2)C(=O)CCC(=O)Nc2nccs2)cc1
  -0.2	-4.2%	0.9	1.9%	0.0%	0.3	-2.8%	nt	2.3
- Cc1ccc(NC(=O)CN2C(=O)N/C(=C/c3ccccc3OCc3cccc(C(=O)O)c3)C2=O)cc1
  -24.8	13.3%	7.5	-0.1%	-0.5%	5.8	2.4%	nt	-3.6
- COc1ccc(Nc2c3c(nc4ccccc24)CCCC3)cc1OC
  -14.3	1.3%	-0.4	1.2%	-0.3%	nt	-7.6%	-1.1	6.0
- CC(C)N1C(=O)C2C(C(=O)NC3CCCCC3)C3C=CC2(O3)C1C(=O)NC1CCCC1 (configuration not stated)
  -2.2	-4.8%	1.3	-0.9%	-0.9%	6.9	2.6%	5.8	2.7
- O=C(O)c1ncn(Cc2ccccc2)c1C(=O)O
  8.5	-5.7%	0.2	2.4%	0.0%	1.0	1.2%	-4.6	-5.6
- O=C1c2cccc3c2C2(O)c4c1cccc4C(=O)c1cccc(c12)C3=O
  -1.6	1.5%	nt	4.2%	nt	nt	-3.6%	nt	nt
- O=C(COC(=O)Cc1cccs1)Nc1ccc(F)c(F)c1F
  -7.3	-5.4%	0.7	0.9%	1.8%	-4.5	-6.7%	-2.8	0.9
- COc1cccc(C(=O)NCC(=O)OCc2ccc(F)cc2Cl)c1
  -1.4	-1.2%	-0.6	-22.7%	-0.8%	1.7	-2.2%	-3.2	4.4
- CCN(CC)S(=O)(=O)c1cc(NC(=O)C(CC(C)C)NC(N)=O)ccc1C (configuration not stated)
  -3.4	16.2%	3.7	0.6%	1.5%	0.2	-0.6%	7.3	9.2
- Cc1cc(C)cc(CSc2nnc(C)c(=O)[nH]2)c1
  -5.4	-8.9%	3.6	3.2%	2.4%	-3.6	-0.3%	-5.1	3.5
- O=C(CSc1nc2ccccc2[nH]1)N1CCN(C(=O)c2ccco2)CC1
  1.8	2.7%	1.3	0.7%	2.7%	-12.5	-2.9%	-7.8	-2.4
- Cn1c(SCC(=O)N/N=C/c2ccc([N+](=O)[O-])s2)nnc1-c1ccccc1
  -25.1	-5.0%	-0.7	-10.0%	1.1%	4.2	?	-0.3	-8.1
- CCCOC(=O)c1ccc(Oc2cn[nH]c2-c2ccc(O)cc2O)cc1
  2.3	6.9%	16.5	-11.2%	-0.5%	2.6	-2.0%	-2.4	-3.1
- COc1cc(/C=N/S(=O)(=O)c2ccccc2)cc(OC)c1O
  -6.9	4.1%	5.1	0.7%	-1.7%	8.1	-0.5%	-2.3	-2.1
- Cc1ccc(NC(=O)CN2C(=O)CCn3nc(-c4cccn4C)cc32)c(Cl)c1
  7.6	-0.8%	-1.0	1.6%	-1.5%	-5.8	-2.6%	-4.2	9.3
- c1ccc(C2=Nn3c(nnc3-c3ccco3)SC2)cc1
  -6.7	-5.7%	-1.7	-5.8%	4.3%	nt	-0.9%	-3.9	nt
- Cc1ccnc(NS(=O)(=O)c2ccc(N3C(=O)c4ccccc4C3=O)cc2)n1
  6.2	-0.3%	0.5	-8.5%	?	13.4	-4.3%	-1.6	1.0
- COc1ccc(N/C(N)=N/c2nc(C)c(Cc3ccccc3)c(=O)[nH]2)cc1
  2.8	7.1%	-0.3	1.1%	-0.5%	19.4	0.1%	-4.0	0.1
- O=[N+]([O-])c1ccc(S(=O)(=O)Nc2ncccn2)cc1
  3.1	2.7%	2.2	0.9%	-2.2%	nt	-1.9%	-2.4	4.9
- COCCCNC(=S)Nc1ccc2c(c1)OCCO2
  14.3	-21.5%	-0.2	-6.8%	-2.0%	4.9	0.4%	1.5	2.6
- CCCc1cc2c(=O)c(-c3cscn3)c(C(=O)OCC)oc2cc1O
  9.6	1.1%	11.5	-4.3%	-0.1%	-0.2	1.9%	-1.9	-11.7
- COc1cc(OCc2ccccc2)c(C(=O)/C=C/c2ccc3c(c2)OCO3)c(OC)c1OC
  -27.5	-5.6%	nt	-21.3%	nt	nt	-1.2%	nt	nt
- COC(=O)NC(NC(=S)Nc1ccc([N+](=O)[O-])cc1)C(Cl)(Cl)Cl (configuration not stated)
  -26.8	-13.3%	8.7	-4.3%	-0.7%	-6.8	-1.2%	-6.0	-10.7
- NC1=C(Cl)C(=O)c2ccc(S(N)(=O)=O)cc2C1=O
  -4.6	8.4%	nt	-7.4%	nt	nt	-13.7%	nt	nt
- CC(=O)Nc1ccc(CNc2ncnc3ccc(-c4c(C)noc4C)cc23)cc1
  nt	0.5%	3.8	-8.0%	2.2%	-14.6	0.3%	-0.8	nt
- COc1ccc(-c2noc(CCCC(=O)O)n2)cc1
  -10.8	5.6%	1.5	-0.3%	-0.7%	-9.6	-12.1%	0.3	-8.4
- O=c1c2c3c(sc2ncn1/N=C/c1cccnc1)CCCC3
  -20.1	-7.5%	-0.4	-5.2%	3.5%	2.4	3.6%	-5.3	-14.0
